RGS4 block: RGS4 inhibitors, primary screen, cell-based, HEK293 M3R inducible RGS4, calcium flux; Fluo-4 calcium flux; stronger effect = higher value; triggered by carbachol at its EC20; B-score at 10 µM; 310,000 compounds, 0.45% hits; AID 463165, 2010;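 active = B-score, a plate-corrected calcium signal, over three deviations above library mean, with baseline fluorescence within five deviations of library mean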;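 also: RGS4 expression induced by doxycycline in cells with stable M3 receptor; B-score is computed from the integrated fluorescence ratio over baseline after carbachol; higher B-score means a larger calcium signal and so more RGS4 inhibition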
HDAC3 inhib: HDAC3 deacetylase inhibitors, primary screen, biochemical, fluorescence, cell-free homogeneous; 320,000 compounds, 0.15% hits; Histone deacetylase 3 (Homo sapiens), O15379; recombinant HDAC3, fluorogenic peptide/trypsin coupled; inhibition, % at 8.3 µM; in the data active = inhibition above about 26%, passing the limit was not always enough; inconclusive = no clear call, values can overlap the other calls
MrgX1 antag: antagonists of human MrgX1 receptor, primary screen, HEK293 cells, Fluo-4 calcium flux. 310,000 compounds, 1.3% hits. B-score at 10 µM. BAM8-22 antagonism; stronger effect = lower value;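 active = calcium-response B-score plate-corrected more than 3 library SD below zero, starting fluorescence within 5 deviations, no agonist response on first addition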;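 also: peak minus trough fluorescence over baseline after final BAM8-22 challenge near maximal dose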
MrgX1 agonist: agonists of human MrgX1 receptor, primary screen, HEK293 cells, Fluo-4 calcium flux; AID 588627, 2011; Mas-related G-protein coupled receptor member X1 (Homo sapiens), Q96LB2; Fluo-4 calcium fluorescence, agonist mode; stronger effect = higher value; 310,000 compounds, 0.44% hits; B-score at 10 µM;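 active = calcium response B-score plate-corrected fluorescence ratio at least 3 library SD, with starting fluorescence B-score inside 5 SD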
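Assay system: MrgX1-expressing HEK293 cells / Amount: fifteen thousand cells per well / Doses: test compound in the initial addition of three / Timing: cells plated overnight, dye loaded 0.5 h 37 °C, 0.5 h room temperature / Technique: kinetic calcium dye fluorescence, Fluo-4 NW / Control set: positive and negative controls per plate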
SKKanGAS inh: S. pyogenes SKKanGAS growth inhibitors in kanamycin, primary screen, streptokinase expression inhibitor project, SKKanGAS strain, BacTiter-Glo luminescence | 300,000 compounds, 1.3% hits | inhibition, % at 7.5 µM | 6 h | AID 1662, 2009;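 active = mean replicate score, as percent of positive control median, at least 50; inconclusive = mean below 50 but one replicate at or above 50; inactive = mean and every replicate below 50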;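 also: strain carries kanamycin resistance gene driven by streptokinase promoter and grows in 40 µg/ml kanamycin; loss of luminescence reflects streptokinase promoter inhibition or plain growth inhibition; 0% = median of DMSO wells and 100% = positive control at its reference dose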
RGS4 pot: RGS4 potentiators or activators, primary screen, cell-based, HEK293 M3R inducible RGS4, calcium flux. carbachol calcium flux Fluo4; stronger effect = lower value. B-score at 10 µM. 310,000 compounds, 0.92% hits. AID 463111, 2010;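 active = B-score of the integrated calcium signal more than 4 SD below the library mean, with starting fluorescence not abnormally high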;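 also: negative B-score means reduced calcium response which marks RGS4 activation or potentiation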
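Assay system: HEK293 FlpIn-TREx cells, stable M3R, doxycycline-inducible RGS4 / Probe or stimulus: carbachol, ECmax concentration / Times: overnight RGS4 induction, 30 min dye load 37 °C, 20 min compound RT / Signal: kinetic calcium fluorescence imaging with Fluo4-AM dye, 2 µM / Measure: Agonist-evoked peak-minus-minimum fluorescence over baseline, integrated ratio, B score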
MrgX1 PAM: positive allosteric modulators of MrgX1, primary screen, HEK293 cells, Fluo-4 calcium flux. FDSS; stronger effect = higher value. Mas-related G-protein coupled receptor member X1 (Homo sapiens), Q96LB2. AID 588675, 2011. 310,000 compounds, 0.63% hits. B-score at 10 µM;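 active = plate-corrected calcium response at least 3 library SD above typical, normal starting fluorescence, not activating the receptor alone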;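 also: compound read alongside a low EC10 to EC30 dose of BAM8-22 agonist; peak minus trough fluorescence over baseline measured at the second addition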
ANO1 activ: TMEM16A chloride channel activators or potentiators, primary screen, cell-based, HTS | 340,000 compounds, 0.3% hits | B-score at 10 µM | Anoctamin-1 (Mus musculus), Q8BHY3 | AID 623877, 2012 | HEK293 TMEM16A/YFP-H148Q/I152L, iodide quench fluorescence; stronger effect = lower value;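 active = fluorescence-ratio B-score plate-corrected deviation score at least 3 library SD below zero, with starting fluorescence score within 5 deviations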;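 also: channel opened by trigger with iodide after compound preincubation; score built on the fluorescence ratio of max minus min over baseline; more negative score means more quench and so TMEM16A activation or potentiation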
TMEM16A inh: TMEM16A chloride channel inhibitors, primary screen, cell-based, HTS; HEK293 TMEM16A/YFP iodide influx fluorescence, ionomycin; normalized B-score (activity score, 25-100; higher = stronger inhibition) at 10 µM; 310,000 compounds, 1.2% hits;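 active = ratio plate-corrected score three or more library SD toward inhibition, starting fluorescence score within five deviations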;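 also: score derived from kinetic fluorescence span divided by baseline fluorescence per well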
TRPC6 inhibitor: mouse TRPC6 channel inhibitors, primary screen, cell-based, HEK293, membrane potential dye. B-score at 10 µM. 310,000 compounds, 1.1% hits. ACh-evoked depolarization; stronger effect = lower value. Short transient receptor potential channel 6 (Mus musculus), Q61143;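 active = B-score under library mean minus 3 SD, initial fluorescence not abnormally high, positive integrated signal ratio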;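 also: B-score derived from integrated fluorescence ratio over the kinetic read; more negative B-score means stronger inhibition of depolarization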
Target sequence (Q61143 whole entry, looked up): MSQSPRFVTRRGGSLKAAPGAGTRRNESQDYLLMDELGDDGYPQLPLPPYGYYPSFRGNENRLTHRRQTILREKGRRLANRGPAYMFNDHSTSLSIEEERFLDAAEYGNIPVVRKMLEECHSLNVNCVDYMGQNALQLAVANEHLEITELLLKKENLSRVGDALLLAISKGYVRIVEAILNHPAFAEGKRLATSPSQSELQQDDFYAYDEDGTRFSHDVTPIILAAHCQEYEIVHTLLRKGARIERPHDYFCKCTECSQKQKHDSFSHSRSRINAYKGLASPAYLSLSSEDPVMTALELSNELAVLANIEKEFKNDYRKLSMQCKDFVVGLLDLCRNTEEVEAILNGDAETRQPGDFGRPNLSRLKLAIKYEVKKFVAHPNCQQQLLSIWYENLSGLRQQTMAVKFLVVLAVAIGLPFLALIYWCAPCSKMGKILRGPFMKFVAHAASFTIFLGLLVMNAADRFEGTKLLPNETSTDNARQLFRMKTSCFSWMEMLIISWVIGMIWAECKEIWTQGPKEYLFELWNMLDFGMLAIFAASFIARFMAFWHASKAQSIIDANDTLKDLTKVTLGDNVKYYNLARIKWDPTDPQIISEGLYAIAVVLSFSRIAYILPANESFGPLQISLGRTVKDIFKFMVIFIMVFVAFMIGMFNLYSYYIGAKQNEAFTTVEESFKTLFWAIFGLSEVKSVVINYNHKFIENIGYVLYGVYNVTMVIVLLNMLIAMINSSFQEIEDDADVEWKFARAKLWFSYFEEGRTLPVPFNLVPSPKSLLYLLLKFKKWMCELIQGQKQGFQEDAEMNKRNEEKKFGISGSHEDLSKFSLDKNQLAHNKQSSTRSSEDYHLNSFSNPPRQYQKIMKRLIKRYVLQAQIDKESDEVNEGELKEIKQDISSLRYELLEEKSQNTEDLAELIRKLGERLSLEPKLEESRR
TRPC6 activator: mouse TRPC6 channel activators, primary screen, cell-based, HEK293, membrane potential dye. HEK293-TRPC6 membrane potential dye fluorescence; stronger effect = higher value. B-score at 10 µM. 310,000 compounds, 0.13% hits. AID 2550, 2010;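 active = B-score of the integrated fluorescence ratio above library mean plus 3 SD, and starting fluorescence ratio within library mean plus 5 SD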;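 also: higher score means more depolarization so channel activation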
The depositor's hits bear a star; i = inactive; ? = inconclusive; . = not tested or not shown.

SMILES	RGS4 block	HDAC3 inhib	MrgX1 antag	MrgX1 agonist	SKKanGAS inh	RGS4 pot	MrgX1 PAM	ANO1 activ	TMEM16A inh	TRPC6 inhibitor	TRPC6 activator
CCN1C[C@]2(C)CC[C@H](O)[C@]34C1[C@H](C[C@H]23)[C@@]1(O)C[C@H](OC)[C@H]2C[C@@H]4[C@@H]1C2O (some centres undefined)	.	-3	i	i	.	.	i	i	i	.	.
O=C1NC(=S)NC(=O)C1=Cc1ccc2c(c1)CCN2CCCCl	10*	6	i	i	1	i	i	i	i	i	i
O=P(c1ccccc1)(c1nc2ccccc2s1)N1CCOCC1 (centres undefined)	i	3	i	i	-1	i	i	i	i	i	i
CCN(CC)C(=O)c1ccc(NC(=O)c2ccc(-n3cncn3)c([N+](=O)[O-])c2)cc1	i	-2	i	i	17	i	i	i	i	i	i
O=C(Cn1cc(C(=O)c2ccccc2)c2ccccc21)NCc1ccco1	i	3	i	i	7	i	i	i	i	i	i
Cc1cc(/C=C2\C(=O)NC(=O)N(c3ccc(F)cc3)C2=O)c(C)n1-c1cccc(C(=O)O)c1	i	9	i	i	2	i	i	i	i	i	i
CC(=NCc1ccco1)c1c(O)n(C)c(=O)n(C)c1=O	i	-2	i	i	-2	i	i	i	i	i	i
Cc1ccsc1C(=O)C1CCCN(Cc2cccc(OCCO)c2)C1 (centres undefined)	i	-6	i	i	-12	i	i	i	i	i	i
CCOC(=O)C1=Nc2ccccc2/C1=C\c1c(O)n(C)c(=O)n(C)c1=O	i	2	i	i	-1	i	i	i	i	i	i
Cc1cccc(N2C(=O)/C(=C/c3ccc(N4CCN(C)CC4)o3)C(=O)NC2=S)c1C	i	8	i	i	3	i	i	i	i	i	i
CN1CCC2(CC1)N=C(c1ccc(F)cc1)C(=S)N2	i	5	i	i	-3	i	i	i	i	i	i
CCN1CCN(C(=O)Cc2coc3cc(C)cc(C)c23)CC1	i	3	i	i	4	i	i	i	i	i	i
COP(=O)(OC)C1(O)C(=O)Nc2ccc(Br)cc21 (centres undefined)	i	15	i	i	-5	i	i	i	i	i	i
O=C(Nc1ccc(Br)cc1)c1nn(C23CC4CC(CC(C4)C2)C3)cc1Br	i	0	i	i	2	i	i	i	i	i	i
Clc1ccccc1Nc1ncnc(-n2cccc2)n1	i	4	i	i	7	i	i	i	i	i	i
COc1ccc(-n2c(O)c(/C=C3\C=Nc4ccc(Br)cc43)c(=O)[nH]c2=O)c(OC)c1	26*	-1	i	i	5	i	i	i	i	i	i
COc1ccc(C2CN(C)CC2C(=O)c2ccc(C)cc2)cc1Cl (centres undefined)	i	-2	i	i	1	i	i	i	i	i	i
Cc1ccc(N2C(=O)CC(=O)NC2=O)cc1Cl	i	3	i	i	-2	i	i	i	i	i	i
COC(=O)CC(=O)c1ccc2c(c1)OCO2	i	?	i	i	0	i	i	i	i	i	i
CC(C)C1(C)N=C(c2ncccc2C(=O)O)NC1=O (centres undefined)	i	-3	i	i	0	i	i	i	i	i	i
CC(=O)N1CC(=O)Nc2ccc(Br)cc2C1c1ccc(F)cc1 (centres undefined)	i	-14	i	i	0	i	i	i	i	i	i
CN1CCN(c2ccccc2N)CC1	i	1	i	i	-2	i	i	i	i	i	i
CCOC(C(=O)OCCCN(CC)CC)(c1ccccc1)c1ccccc1	i	-4	i	i	1	i	i	i	i	i	i
COc1ccc(N2C(=O)/C(=C/C=C/c3ccccc3[N+](=O)[O-])C(=O)NC2=S)cc1	i	.	.	.	-10	i	.	.	.	i	i
CN(c1ccc(OCC(=O)N2CCN(C/C=C/c3ccccc3)CC2)cc1)S(=O)(=O)c1cccs1	i	-3	i	i	-8	i	i	i	i	i	i

(listing goes on)
SMILES	RGS4 block	HDAC3 inhib	MrgX1 antag	MrgX1 agonist	SKKanGAS inh	RGS4 pot	MrgX1 PAM	ANO1 activ	TMEM16A inh	TRPC6 inhibitor	TRPC6 activator
Cc1cc(C)n(-c2ccc(NN=C(C#N)C#N)cc2)n1	i	7	i	88*	12	i	i	i	i	i	i
C[C@]12CCC3[C@@H](CC[C@@H]4C[C@H](O)CC[C@]34C)[C@@H]1CCC2=O (some centres undefined)	.	7	i	i	.	.	i	i	i	.	.
CCCCn1c(O)c(C=NCCN2CCCCC2)c(=O)[nH]c1=O	i	2	i	i	-1	i	i	i	i	i	i
O=C1NC(=O)N(c2ccccc2)C(=O)/C1=C/c1ccc([N+](=O)[O-])s1	4.9*	0	i	i	16	i	i	i	i	i	i
CN1CCN(C(=O)COc2ccc3ccccc3c2)CC1	i	-1	i	i	-5	i	i	i	i	i	i
COC(=O)N(c1ccccc1)P1(=S)OCCO1	i	0	i	i	-5	i	i	i	i	i	i
O=P(O)(O)Cc1c(Cl)cccc1Cl	i	-6	i	i	-7	i	i	i	i	i	i
CCOC(=O)C1(CCc2ccccc2)CCN(Cc2ccc(NC(C)=O)cc2)CC1	i	-2	i	i	5	i	i	i	i	i	i
Cc1c(Cl)cccc1N1C(=O)NC(=O)/C(=C\c2cc(C)n(-c3cccc(C(=O)O)c3C)c2C)C1=O	i	5	i	i	2	i	i	i	i	i	i
N#CCCn1cc(C(=O)Nc2ccccc2Br)c(-c2ccc([N+](=O)[O-])cc2)n1	i	1	i	i	1	i	i	i	i	i	i
COc1ccc(CNCCc2ccc3c(c2)OCO3)cc1Br	i	2	i	i	1	i	i	i	i	i	i
CC1CCCN(C(=O)c2ccc(N3CC4CC(C3)c3cccc(=O)n3C4)c([N+](=O)[O-])c2)C1 (centres undefined)	i	-7	i	i	-4	i	i	i	i	i	i
CC(=O)O[C@H]1CC[C@@]2(C)[C@H](C1)C(=O)C[C@H]1[C@@H]3CC[C@@H]4[C@@H](CN5C[C@@H](C)CC[C@H]5[C@@]4(C)O)[C@@H]3C[C@@H]12	i	?	i	i	-3	-7*	i	i	i	i	i
OC(CNC1CCCCC1)c1ccccc1 (centres undefined)	i	-5	i	i	3	i	i	i	i	i	i
CSc1ncc(CN2CCCC(C(=O)c3sccc3C)C2)cn1 (centres undefined)	i	18	i	i	0	i	i	i	i	i	i
O=C(c1ccccc1)c1cn(CC(=O)N2CCCc3ccccc32)c2ccccc12	i	14	i	i	23	i	i	i	i	i	i
CCN1C[C@]2(CO)CC[C@H](OC)[C@@]34C5C[C@H]6[C@H](OC)C5[C@](O)(C[C@H]6OC)[C@@H](C(OC)C23)[C@@H]14 (some centres undefined)	i	-4	i	i	0	i	i	i	i	i	i
CCn1c(O)c(/C=N/NC(=O)c2ccncc2)c(=O)[nH]c1=S	i	5	i	i	11	i	i	i	i	i	i
COCCCN=Cc1c(O)[nH]c(=S)[nH]c1=O	i	3	i	i	-3	i	i	i	i	i	i
N#CC1=C(N)Oc2c(c(=O)oc3ccccc23)C1c1ccccc1OC(=O)c1cccs1 (centres undefined)	i	-6	i	i	4	i	i	i	i	i	i
CCN(CC)CCNCC(=O)Nc1ccc(Cl)cc1C(=O)c1ccccc1	i	-2	i	i	-4	i	i	i	i	i	i
O=C1N(c2cccc(Cl)c2)C(c2cccnc2)N2CCCN12 (centres undefined)	i	0	i	i	-2	i	i	i	i	i	i
CCOP(=O)(OCC)c1cc(C)c(O)c(C(C)(C)C)c1	i	?	i	i	8	i	i	i	i	i	i
Cc1ccc2c(c1)c(=O)c1c3n2CCN(CC2CO2)C3CC1 (centres undefined)	i	-8	i	i	9	i	i	i	i	i	i
CCOC(=O)CC1=C(C(=O)OCC)C2(C(=O)Nc3ccccc32)C(C#N)=C(N)O1 (centres undefined)	i	-1	i	i	-2	i	i	i	i	i	i

(list continues)
SMILES	RGS4 block	HDAC3 inhib	MrgX1 antag	MrgX1 agonist	SKKanGAS inh	RGS4 pot	MrgX1 PAM	ANO1 activ	TMEM16A inh	TRPC6 inhibitor	TRPC6 activator
CC(=O)O[C@H]1C(=O)[C@@]2(C)C([C@H](OC(=O)c3ccccc3)[C@]3(O)C[C@H](OC(=O)[C@H](O)[C@@H](NC(=O)Cc4ccccc4)c4ccccc4)C(C)=C1C3(C)C)[C@]1(OC(C)=O)CO[C@@H]1C[C@@H]2O (some centres undefined)	i	7	i	i	1	i	i	i	i	i	i
COc1ccc(NP(=O)(Nc2ccc(OC)cc2)Oc2ccccc2)cc1	i	8	i	i	-16	i	i	i	i	i	i
Cc1c(Br)c(=O)oc2cc(OCC(=O)N3C[C@H]4C[C@@H](C3)c3cccc(=O)n3C4)ccc12	i	-11	i	i	2	-7.5*	i	i	i	i	i
CN(C)c1ccc(C2C3C=CC(C3)C2(C#N)C(=O)O)c(Br)c1 (centres undefined)	i	1	i	i	-6	i	i	i	i	i	i
C#CCOC(=O)C1=CCCN(C)C1	.	0	i	90*	.	.	i	i	i	.	.
O=C(O)C1(c2ccc(Cl)cc2)CCC1	i	2	i	i	4	i	i	i	i	i	i
Nc1ccc(Br)cc1C(=O)c1ccccc1	i	6	i	i	-1	i	i	i	i	i	i
COc1ccc(N2CCN(C(CNC(=O)Oc3ccccc3)c3cccnc3)CC2)cc1 (centres undefined)	i	-8	-6.9*	i	-2	i	i	i	i	i	i
CCOC(=O)c1ccc(NC(=O)c2c(O)[nH]c(=O)[nH]c2=O)cc1	i	-5	i	i	2	i	i	i	i	i	i
CCC1(c2ccccc2)C(=O)N(COC)C(=O)N(COC)C1=O	i	.	i	i	-2	i	i	i	i	i	i

Source: PubChem BioAssay

Only part of the results is shown; count on the stated rates, not on these rows.
